ERp5 block = blocks human ERp5 reductase activity on insulin | Q15084 | ERp5 insulin aggregation, absorbance 650 nm, 90 min | inhibition, % at 9.99 µM | hit rate 0.05% among 350,000 | AID 651711;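 active = mean replicate inhibition above about 25%, with every replicate also reaching it, limit read from the data, passing the limit was not always enough; inconclusive = only one of those two criteria met; inactive = neither criterion met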
Target sequence (Q15084 whole entry, looked up): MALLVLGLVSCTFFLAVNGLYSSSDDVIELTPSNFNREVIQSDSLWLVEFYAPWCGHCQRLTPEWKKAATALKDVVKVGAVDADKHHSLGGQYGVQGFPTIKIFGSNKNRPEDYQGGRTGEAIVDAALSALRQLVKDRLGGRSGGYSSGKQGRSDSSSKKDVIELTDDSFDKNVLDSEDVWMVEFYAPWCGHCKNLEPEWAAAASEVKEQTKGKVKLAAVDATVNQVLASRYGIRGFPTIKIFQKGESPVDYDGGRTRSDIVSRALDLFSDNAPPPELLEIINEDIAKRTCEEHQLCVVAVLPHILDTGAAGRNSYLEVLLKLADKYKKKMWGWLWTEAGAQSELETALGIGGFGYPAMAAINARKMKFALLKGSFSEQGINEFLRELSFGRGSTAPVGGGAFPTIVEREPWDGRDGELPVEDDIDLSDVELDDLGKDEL
ARNT TACC3 PPI = disruptors of human ARNT/TACC3 interaction. Q9Y6A5. AlphaScreen His-ARNT PAS-B/GST-TACC3 binding, luminescence; TACC3 fragment carries E629A point mutation. inhibition, % at 9.99 µM. hit rate 0.66% among 390,000. AID 623870;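 active = mean inhibition of replicates at least 50% and at least half of replicates each reaching 50%; inconclusive = half or more replicates reach 50% but mean below 50%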;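 note: 0% = complete ARNT plus TACC3 wells and 100% = ARNT alone without TACC3; many hits fall short of the cut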
DENV2 CPE rescue = inhibitors of DENV2 cytopathic effect | DENV2-infected cells, cytopathic effect rescue, plate reader | hit rate 1.7% among 350,000 | CPE inhibition, % at 9.99 µM; in the data active = CPE inhibition above about 20%, passing the limit was not always enough; inconclusive = no clear call, values can overlap the other calls; tested in BHK-21 cells;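 note: 0% = median of neutral control wells and 100% = median of positive control wells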
PAX8 inh HTS = PAX8 transcriptional activity inhibition; AID 652154; inhibition, % at 12.6 µM; RMG-I TPO-luciferase reporter, SteadyGlo, 24 h; hit rate 1.2% among 360,000;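 active = mean replicate inhibition at least 60% with every replicate also reaching 60%; inconclusive = only one of the two criteria is met; inactive = mean below 60% and not all replicates reaching 60%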;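 note: luciferase light reporting Pax8 driven TPO promoter activity; plate controls were median of neutral control wells for no effect and mitoxantrone controls for full effect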
EWS-Fli block = blocks EWS/Fli oncoprotein-driven transcription; hit rate 0.67% among 350,000; A673 NR0B1-luciferase reporter, viability-normalised; inhibition, % at 12.6 µM;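 active = mean inhibition of at least 50% after viability correction, with every replicate also passing that limit; inconclusive = mean reaches 50% but only one of two replicates passes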;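 note: firefly luciferase signal divided by Alamar Blue viability fluorescence both relative to DMSO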
CFTR F508del cor = correctors of CFTR F508del function in bronchial epithelial cells; CFBE cells, YFP halide quenching; stimulated with forskolin plus potentiator P3; % fluorescence drop versus neutral controls; activity (quench increase), % at 7.58 µM; hit rate 0.36% among 350,000;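 active = mean added fluorescence quench of at least 8% versus neutral control, with both replicates also reaching 8%; inconclusive = only one of the mean or replicate conditions met; inactive = mean below 8% and not both replicates reaching 8%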;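 note: cells transiently co-express mutant CFTR-F508del with the halide-sensitive YFP; corrector assay measuring rescue of mutant channel to the surface after 24 h compound exposure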
Xi reactivation = X-chromosome reactivation activator; activation, % at 7.58 µM; hit rate 0.055% among 360,000; AID 743238; XiGFP mouse fibroblasts, % GFP-positive cells imaging, 3 d; cells co-treated with 5-aza-dC sensitizer; scaled so ellipticine positive control = 100%;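 active = mean normalized replicate activation at least 10% and every replicate at or above 10%; inconclusive = only one of the two criteria met; inactive = mean below 10% and not all replicates reach 10%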;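 note: 0% = median of on-plate neutral control wells and 100% = ellipticine 6 µM median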
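System: 68-5-11 XiGFP fibroblast line | Buffer or medium: DMEM containing 5-aza-dC | Compound: Single point | Times: Compounds 3 days, fix/stain 15 min at room temperature | Benchmarks: Positive control ellipticine, 6 µM final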
GSIS activator = GLuc luminescence reporter in INS-1E cells, primary screen for activators of glucose-dependent secretion of insulin; activation, % at 16.6 µM; AID 743287; hit rate 0.61% among 370,000; INS-1E GLuc reporter insulin secretion, 2-3 h;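 active = lowest replicate activation of at least 40%, so every replicate reaches that level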;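 note: 0% = median of neutral control wells and 100% = median of IBMX positive control wells; some compounds called inactive have numbers as strong as hits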
The depositor's hits bear a star; u = inconclusive; x = not tested or not shown; & = joins results of further samples.

SMILES	ERp5 block	ARNT TACC3 PPI	DENV2 CPE rescue	PAX8 inh HTS	EWS-Fli block	CFTR F508del cor	Xi reactivation	GSIS activator
CCC(C)(C)NC(=O)C(c1ccc(OC)cc1)N(C(=O)CCC(=O)Nc1cc(C)on1)c1ccccc1OC (stereo not drawn)	1	3	19	16	-6	3.4	0.0	-15
COc1ncccc1C(=O)N1CCCC(C(=O)Nc2cccc(-c3ccc(F)cc3)c2)C1 (stereo not drawn)	7	x	5	12	-8	-0.7	0.1	-17
CC1(C)CC(=O)C2=C(C1)NC(=S)C(C#N)C21CCCCC1 (stereo not drawn)	6	1	6	-6	5	-1.3	0.0	-3
CC(C)NC(=O)N1CCCCN2[C@H](C1)[C@H](c1ccc(C#C[C@H](C)O)cc1)[C@@H]2CO	6	-1	1	4	-5	0.9	0.0	9
C[C@H]1CCCCO[C@@H](CN(C)Cc2ccccc2)[C@@H](C)CN([C@@H](C)CO)C(=O)c2cc(NC(=O)c3ccncc3)ccc2O1	9	20	-4	15	x	0.7	0.1	11
C[C@@H]1CCCCO[C@@H](CN(C)Cc2ccc(Cl)c(Cl)c2)[C@@H](C)CN([C@H](C)CO)C(=O)c2cc(NS(=O)(=O)c3ccccc3)ccc2O1	2	12	9	-2	-12	0.9	-1.0	11
Cc1cc(NC(=O)CSc2nnc(-c3c[nH]c4ccccc34)n2C)no1	-4	28	-10	7	5	-3.8	0.0	x
C[C@@H]1CN([C@H](C)CO)C(=O)Cc2cc(NC(=O)C3CC3)ccc2O[C@H]1CN(C)C(=O)Nc1ccc(C(F)(F)F)cc1	-6	-3	-3	20	-3	1.2	0.0	-3
Cc1ccc(N=C2NC(=O)CC(C(=O)Nc3ccc4c(c3)OCO4)S2)cc1 (stereo not drawn)	0	-4	1	0	7	0.2	0.1	8
CC(C)(O)C#Cc1ccc([C@@H]2[C@@H](CO)N3CCCCN(C(=O)c4cccc(F)c4)C[C@@H]23)cc1	-5	-1	2	-13	x	-1.0	0.2	21
CC(C)[C@H](C)NC(=O)N(C)C[C@@H]1OCc2ccccc2-c2ccccc2C(=O)N([C@@H](C)CO)C[C@@H]1C	6	-4	3	-6	-10	-2.0	-1.0	13
COCc1[nH]nc2c1C(c1ccc(Br)cc1)N(Cc1ccccc1)C2=O (stereo not drawn)	-2	x	-6	-22	2	2.9	-0.2	-43
NC(=O)c1ccc(CN2CCC(Cc3ccccc3)CC2)cc1	-2	-6	0	13	-7	0.2	-0.1	-12
C#CCOc1c(Cl)cc(/C=C2/C(=O)ON=C2C)cc1OC	0	-6	u	-6	3	-0.2	0.0	-6
Cc1ccc(N2CC(C(=O)NCc3n[nH]c(=O)c4ccccc34)CC2=O)cc1C (stereo not drawn)	-2	0	17	17	6	1.4	0.0	17
CCS(=O)(=O)N1N=C(c2cccc(NS(C)(=O)=O)c2)CC1c1cccs1 (stereo not drawn)	7	1	-2	-1	-4	1.5	0.0	-7
CCN(CC)CCNC(=S)Nc1ccc(Cl)cc1	-3	-2	-3	-18	-8	x	0.2	x
NC1=NC(c2cn[nH]c2-c2cccc(F)c2)n2c(nc3ccccc32)N1 (stereo not drawn)	1	4	-11	-3	-3	-1.4	0.0	-6
Cc1[nH]c2ccccc2c1C(=O)COC(=O)c1ccc([N+](=O)[O-])s1	-2	2	7	7	12	-1.1	0.0	-25
O=C(CCN1C(=O)C2CC=CCC2C1=O)NC1CCCCC1 (stereo not drawn)	2	1	0	-9	-5	0.2	0.2	16
CCN(C(=O)COC(=O)c1ccccc1NC(=O)c1ccco1)C1CCS(=O)(=O)C1 (stereo not drawn)	2	0	9	27	2	-1.4	0.0	13
Cc1ccc(Cc2c(-c3ccco3)nc3c(C)cc(Br)cn23)cc1	4	x	2	34	54*	-0.6	0.4	x
CC1(C)CC(=O)c2sc(NS(=O)(=O)c3ccc(Cl)cc3)nc2C1	0	1	-5	-2	4	0.0	0.0	8
CCN(CC)CCN1c2ccccc2Sc2ccc3ccccc3c21	4	8	3	18	-2	-1.0	0.2	-30
COc1ccccc1/C=C/c1onc(C)c1S(=O)(=O)N1CCC(C(=O)NC2CCCCCC2)CC1	2	-3	8	7	5	3.8	0.0	-19
CO[C@H]1CN(C)C(=O)c2cc(NC(=O)CC(F)(F)F)ccc2OC[C@@H](C)N(C(=O)c2ccccc2F)C[C@@H]1C	-1	x	-3	-14	x	-2.1	0.4	-3
COc1ccc(N(CC(=O)NC2CC3CCC2C3)S(=O)(=O)c2ccc(C)c([N+](=O)[O-])c2)cc1 (stereo not drawn)	1	2	-5	11	8	-1.9	0.1	-55
CCSc1nnc(-c2cccnc2)n1-c1ccc(C)c(Cl)c1	-1	-1	-6	x	5	1.4	x	64*
CC=Cc1ccc2n(c1=O)C[C@@H]1[C@@H](CO)[C@H](C(=O)NCC(F)(F)F)[C@H]2N1C(=O)C1CCCC1 (mixture of isomers)	7	x	18	-12	x	2.8	0.2	-2
CC(C)OC(=O)c1ccc(COC(=O)CNC(=O)c2ccco2)cc1	1	x	-3	-12	4	-3.8	0.0	-4
COc1ccc(NC(=O)c2cc3ccccc3oc2=O)cc1	5	x	18	-8	76*	-3.2	-0.1	-9
Cc1cccc(CC2(O)C(=O)Nc3ccccc32)n1 (stereo not drawn)	5	-4	u	-8	-1	0.8	0.1	8
COc1ccc(CC(=O)NCc2nnc(SCc3ccc(C)cc3)n2C)cc1	3	1	-1	2	5	0.1	-0.1	6
COCC(=O)N(C)C[C@@H]1Oc2ncc(C#C[C@@H](C)O)cc2C(=O)N([C@H](C)CO)C[C@@H]1C	3	-8	4	x	-1	1.7	0.7	17
O=C(Nc1ccccc1Cl)Nc1cccc2cccnc12	4	0	8	8	-162	-1.3	0.3	-6
Cc1ccc(C(=O)N/C(=C\c2ccc(-c3ccccc3[N+](=O)[O-])o2)C(=O)NCCCN2CCOCC2)cc1	-3	14	1	27	16	-5.4	0.2	x
COc1ccccc1NC(=O)c1cc(S(=O)(=O)N2CCCC2)cn1C	-11	-2	4	-14	-6	0.4	0.0	5
S=C(NC1CCCCC1)N1CCn2cccc2C1c1cccnc1 (stereo not drawn)	2	11	1	-3	4	-1.0	0.3	15
C[C@@H]1CCCCO[C@@H](CN(C)Cc2ccncc2)[C@@H](C)CN([C@H](C)CO)C(=O)c2cc(NS(=O)(=O)c3cccs3)ccc2O1	-2	-4	0	x	-2	-4.3	0.4	15
CC(C)n1cc(CN2CCC(Oc3ccc(C(=O)N4CCCCC4)cc3)CC2)cn1	1	2	-2	11	2	0.0	-0.1	19

Continued (2 carried over from the part before).
SMILES	ERp5 block	ARNT TACC3 PPI	DENV2 CPE rescue	PAX8 inh HTS	EWS-Fli block	CFTR F508del cor	Xi reactivation	GSIS activator
C[C@@H]1CCCCO[C@@H](CN(C)Cc2ccncc2)[C@@H](C)CN([C@H](C)CO)C(=O)c2cc(NS(=O)(=O)c3cccs3)ccc2O1	-2	-4	0	x	-2	-4.3	0.4	15
CC(C)n1cc(CN2CCC(Oc3ccc(C(=O)N4CCCCC4)cc3)CC2)cn1	1	2	-2	11	2	0.0	-0.1	19
C[C@@H]1CN([C@@H](C)CO)C(=O)c2cc(NC(=O)c3ccncc3)ccc2O[C@H]1CN(C)Cc1ccc2c(c1)OCO2	-1	-6	1	-15	1	2.4	0.1	13
C#CCOCCOCCOCCNc1nc(N2CCN(C(=O)[C@H](CCCCN)n3cc(CN)nn3)CC2)nc(N2CCN(C(=O)[C@H](CCC(=O)O)n3cc([C@@H](N)CCCCN)nn3)CC2)n1	1	19	14	-7	4	0.9	-0.3	16
COC(=O)Cc1c(C)c2ccc(OCC(=O)N(C)C3CCS(=O)(=O)C3)cc2oc1=O (stereo not drawn)	2	0	5	-10	x	-0.3	0.1	9
C[C@@H]1CN([C@@H](C)CO)C(=O)c2cccc(NC(=O)C3CCOCC3)c2O[C@H]1CN(C)S(=O)(=O)c1ccc(Cl)cc1	6&-3	-6&-2	u	1	-5&-2	-4.9&-3.7	0.2&0.2	-7&-10
O=C(CN1C(=O)S/C(=C\c2ccccc2Cl)C1=O)NCCCn1ccnc1	1	4	-1	0	3	-2.4	0.0	1
O=C(CCN1CCN(c2ccccc2)CC1)N/N=C/c1ccc(O)c(O)c1O	-2	x	7	11	1	-1.6	0.0	-1
C[C@@H]1CN([C@H](C)CO)C(=O)c2cc(C#Cc3cccnc3)cnc2O[C@@H]1CN(C)C(=O)CC1CC1	0	7	0	x	-12	-0.4	0.4	40
COc1ccc(-c2cc(CNc3nc(NCc4ccccc4OC)nc4ccsc34)on2)cc1	-6	x	-5	-7	20	0.2	0.0	17
OCCC1CN(C/C(Cl)=C/c2ccccc2)CCN1C1CCCC1 (stereo not drawn)	-2	-4	-2	-11	10	3.9	0.0	9
COc1cccc(C(=O)NNC(=O)C(=O)Nc2ccc(C)cc2)c1	7	-4	-5	2	-14	-1.0	0.0	0
N#Cc1nnn(-c2cc(Cl)cc(Cl)c2)c1N	2	-11	3	-18	7	-1.9	1.1	1
COc1c(C(=O)NNC(=O)c2ccccc2Cl)csc1Br	0	-8	-5	-117	-59	-2.8	-0.2	-10
C[C@@H]1CN([C@@H](C)CO)C(=O)Cc2cc(NC(=O)CCN3CCOCC3)ccc2O[C@H]1CN(C)S(=O)(=O)c1ccccc1	16	-8	1	-4	-6	-1.1	-0.1	-13
CC(=O)Nc1ccccc1-c1nnn(CC(=O)Nc2ccc3c(c2)OCCO3)n1	2	-3	1	5	2	-1.3	0.0	-12
CCS(=O)(=O)N[C@H]1C=C[C@H](CC(=O)NC2Cc3ccccc3C2)O[C@H]1CO	2	2	3	6	-8	-0.1	1.4	-4
Cc1ccc(S(=O)(=O)/N=C(/Nc2ccc([N+](=O)[O-])cc2)c2ccccc2)cc1	-1	x	8	-15	5	-1.0	0.2	5
COCC(=O)N(C)C[C@@H]1Oc2cc(C#CC(C)(C)O)ccc2S(=O)(=O)N([C@@H](C)CO)C[C@H]1C	15	-9	5	x	2	-4.0	-0.1	3
C=CC[n+]1c(-c2ccc(C)cc2)csc1Nc1c(C)n(C)n(-c2ccccc2)c1=O	-2	11	3	2	7	-1.7	0.0	-28

6 entries drawn at random from the list so far, as already listed:
SMILES	ERp5 block	ARNT TACC3 PPI	DENV2 CPE rescue	PAX8 inh HTS	EWS-Fli block	CFTR F508del cor	Xi reactivation	GSIS activator
C[C@@H]1CN([C@@H](C)CO)C(=O)c2cc(NC(=O)c3ccncc3)ccc2O[C@H]1CN(C)Cc1ccc2c(c1)OCO2	-1	-6	1	-15	1	2.4	0.1	13
C=CC[n+]1c(-c2ccc(C)cc2)csc1Nc1c(C)n(C)n(-c2ccccc2)c1=O	-2	11	3	2	7	-1.7	0.0	-28
Cc1ccc(S(=O)(=O)/N=C(/Nc2ccc([N+](=O)[O-])cc2)c2ccccc2)cc1	-1	x	8	-15	5	-1.0	0.2	5
C#CCOCCOCCOCCNc1nc(N2CCN(C(=O)[C@H](CCCCN)n3cc(CN)nn3)CC2)nc(N2CCN(C(=O)[C@H](CCC(=O)O)n3cc([C@@H](N)CCCCN)nn3)CC2)n1	1	19	14	-7	4	0.9	-0.3	16
COc1ccc(-c2cc(CNc3nc(NCc4ccccc4OC)nc4ccsc34)on2)cc1	-6	x	-5	-7	20	0.2	0.0	17
N#Cc1nnn(-c2cc(Cl)cc(Cl)c2)c1N	2	-11	3	-18	7	-1.9	1.1	1

Bioassay records as filed in PubChem.
